Source: PubChem BioAssay (National Center for Advancing Translational Sciences (NCATS))
Epigenetic reg: epigenetic control regulation, reporter derepression; murine LDR cells, GFP reporter derepression, 30 h; Potency, µM (highest dose often 53.9 µM), without a hit: at the highest dose GFP activation, most hits filed as activators; actives 0.2% (n = 280,000); AID 1865; active means well fitted activation curve with a large enough effect; inconclusive means small, poorly fitted or top-dose-only effect; further: % of control where 0% means no effect; nearly all actives have a fitted effect of over 60% in size
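GFP-positive cell count by laser-scanning cytometry (objects 20–120 um) after 30 h, 37 C compound exposure of murine LDR cells; reporter is CMV-GFP integrated at a silenced locus, inducible by HDAC or DNMT inhibitors.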
Numbers without * were called inactive; ? = inconclusive. Potency means the concentration at half of the fitted maximal effect.

| smiles | Epigenetic reg |
| --- | --- |
| CN(C)c1ccc(C(=O)NCc2ccc3c(c2)CCN3C(=O)c2ccccc2)cc1 | 1.3% |
| COc1ccc(C)cc1NC(=O)c1nnn(CC(=O)Nc2c(C)cccc2C)c1N | 1.3% |
| COc1cccc(CNC(=O)c2cc(-c3ccc(Cl)s3)nc3ccccc23)c1 | -0.9% |
| Cc1ccc(-n2nc(-c3ccccc3)c3cnc4cc5c(cc4c32)OCO5)cc1C | 1.1% |
| CCSc1ncc(Cl)c(C(=O)Nc2ccc(S(=O)(=O)N3CCC(C)CC3)cc2)n1 | 0.0% |
| CCCn1c(=N)c(C(=O)NC2CCCC2)cc2c(=O)n3cc(C)ccc3nc21 | 1.4% |
| CCOc1ccc2oc(=O)cc(CN3CCN(C(=O)c4cccc(F)c4)CC3)c2c1 | 2.4% |
| CCOC(=O)c1cc(OC(=O)c2ccc(OC)c(OC)c2)n(-c2ccccc2)n1 | 7.6% |
| CCOc1ccc(N(CC)C(=O)c2cc3c(=O)oc4ccccc4c3s2)cc1 | -3.7% |
| COCCNc1nc(NCc2ccccc2OC)c2cnn(C)c2n1 | 11% |
| Cc1ccc(Cl)cc1NC(=O)C1CCCN(S(=O)(=O)c2c(C)noc2/C=C/N(C)C)C1 (centres undefined) | 6.1% |
| COc1ccc(C)cc1NC(=O)c1noc2c1CSc1ccccc1-2 | -2.4% |
| Cc1cc(C)cc(NC(=O)N2CCN(C(=O)c3nsc4ccccc34)CC2)c1 | -2.8% |
| COc1ccc(-n2cc(-c3ccccc3)c3c(N4CCCC(C)C4)ncnc32)cc1 (centres undefined) | 0.0% |
| N#CC1=C2SCN(C3CCCCC3)CN2C(=O)CC1c1ccc(F)cc1 (centres undefined) | -0.8% |
| Cc1c(-c2cccc(NC(=O)Cc3ccccc3)c2)nc2ncccn12 | 12% |
| Cc1c(C(=O)N(C)C)sc2c1c(=O)n(-c1ccc(F)cc1)c(=O)n2Cc1cc(=O)n2ccccc2n1 | -1.3% |
| COc1cccc(C(=O)c2cn(CC(=O)Nc3ccc4c(c3)OCCO4)c3nc(C)ccc3c2=O)c1 | -0.9% |
| O=C(Nc1cccc(C(=O)OCc2cc(=O)n3nc(C4CC4)sc3n2)c1)c1cccc(Cl)c1 | 16µM* |
| O=C(C1CCN(S(=O)(=O)c2cccc3nonc23)CC1)N1CCN(c2ccccc2)CC1 | 0.0% |
| CCC1CN(C(=O)Nc2ccc(C)c(F)c2)c2ccccc2S1 (centres undefined) | 2.6% |
| COc1ccccc1N1CCN(CCCNC(=O)c2cnn(-c3ccccc3)c2C2CCN(C(=O)OC(C)(C)C)CC2)CC1 | -0.4% |
| COC(=O)c1cc(NC(=O)CC2C(=O)OCCN2Cc2ccccc2)cc(C(=O)OC)c1 (centres undefined) | -1.1% |
| COc1ccccc1CNC(=O)C1CCC(CNS(=O)(=O)c2ccc3c(c2)CCCC(=O)N3)CC1 (centres undefined) | -2.1% |
| CSc1ccc(CCNC(=O)c2ccc3c(Cl)c4c(nc3c2)CCCC4)cc1 | -1.1% |
| CCN1C(C(=O)c2ccccc2)=C(OC(=O)COc2ccccc2)c2ccccc2S1(=O)=O | -1.9% |
| CCN1CCN(c2cc3c(cc2F)c(=O)c(S(=O)(=O)c2cc(C)cc(C)c2)cn3CC)CC1 | ? |
| CC(C)(C)CC(=O)NC1CC(=O)N(c2ccc3c(c2)OCCO3)C1 (centres undefined) | 0.6% |
| CCC(=O)N1CCc2cc(Br)cc(S(=O)(=O)N3CCCC(C(=O)Nc4ccc(OC)cc4OC)C3)c21 (centres undefined) | -2.9% |
| COc1ccc(-c2cn3c(n2)sc2cc(C(=O)NCCCN4CCCCC4)ccc23)cc1 | 2.8% |
| CCc1cccc(NC(=O)CN(C)S(=O)(=O)c2ccc3c(c2)CCCN3C(C)=O)c1 | 0.0% |
| O=C1CC(c2nc(-c3ccccc3)no2)CN1c1ccc2c(c1)OCCO2 (centres undefined) | 0.8% |
| Cc1cc(N2CCN(C)CC2)nc2ccc(NC(=O)Nc3ccccc3Cl)cc12 | -1.3% |
| CCc1ccc(NC(=O)Cn2c(=O)n(CCC(C)C)c(=O)c3cccnc32)cc1 | 7.6% |
| O=c1cc(-c2ccccc2)nc(SCc2nc(-c3cccc(C(F)(F)F)c3)no2)[nH]1 | -6.9% |
| Cc1c(C(=O)NCc2ccccc2Cl)sc2nc[nH]c(=O)c12 | 0.8% |
| CC1CCc2c(sc3nnn(Cc4ccccc4Cl)c(=O)c23)C1 (centres undefined) | -1.0% |
| O=C(NCc1ccco1)c1ccc(Cn2c(SCc3ccccc3F)nc3cccnc32)cc1 | 1.1% |
| CCOC(=O)c1c(NC(=O)c2ccc(S(=O)(=O)N3CCCC(C)C3)cc2)sc2c1CC(C)(C)NC2(C)C (centres undefined) | ? |
| Cc1ccc(-c2nc3cc(NC(=O)Cc4ccc(Cl)cc4)ccc3o2)cc1 | -0.8% |

Epigenetic reg, entries above that show a hit
| smiles | Epigenetic reg |
| --- | --- |
| O=C(Nc1cccc(C(=O)OCc2cc(=O)n3nc(C4CC4)sc3n2)c1)c1cccc(Cl)c1 | 16µM* |

The list continues.
| smiles | Epigenetic reg |
| --- | --- |
| CCC(=O)N1CCc2cc(S(=O)(=O)CCC(=O)N3CCN(c4ccccc4Cl)CC3)ccc21 | 1.4% |
| Cn1cc(S(=O)(=O)N2CCCCC2)cc1C(=O)NCc1ccc(Cl)cc1 | -2.8% |
| COc1ccc(CNC(=O)c2cccc(N3CCCS3(=O)=O)c2)cc1OC | -1.8% |
| Cc1cccc(C(=O)Nc2sc3c(c2C(=O)NC(C)C)CCCC3)c1 | -1.6% |
| CCOc1ccccc1NC(=O)c1sc(-n2nc(C)c(CCC(C)C)c2C)nc1C | -3.2% |
| CC(CNC(=O)c1nnc(Cc2cccc(F)c2)o1)c1ccccc1 (centres undefined) | 1.4% |
| Cc1ccc(C2=CC(c3ccccc3F)n3c(nc4ccccc43)N2)cc1C (centres undefined) | 1.1% |
| Cc1ccc(-n2c(=O)c3c4c(sc3n(Cc3cccc(Cl)c3)c2=O)CCC4)cc1C | ? |
| CCCN1CCCc2cc(CN(CCCN3CCOCC3)C(=O)Nc3ccc(CC)cc3)ccc21 | -1.1% |
| COc1ccc(C2N=C(N)Nc3nc4ccccc4n32)c(OC)c1OC (centres undefined) | -1.0% |

Of the compounds above, these have fluorine.
| smiles | Epigenetic reg |
| --- | --- |
| CCOc1ccc2oc(=O)cc(CN3CCN(C(=O)c4cccc(F)c4)CC3)c2c1 | 2.4% |
| N#CC1=C2SCN(C3CCCCC3)CN2C(=O)CC1c1ccc(F)cc1 (centres undefined) | -0.8% |
| Cc1c(C(=O)N(C)C)sc2c1c(=O)n(-c1ccc(F)cc1)c(=O)n2Cc1cc(=O)n2ccccc2n1 | -1.3% |
| CCC1CN(C(=O)Nc2ccc(C)c(F)c2)c2ccccc2S1 (centres undefined) | 2.6% |
| CCN1CCN(c2cc3c(cc2F)c(=O)c(S(=O)(=O)c2cc(C)cc(C)c2)cn3CC)CC1 | ? |
| O=c1cc(-c2ccccc2)nc(SCc2nc(-c3cccc(C(F)(F)F)c3)no2)[nH]1 | -6.9% |
| O=C(NCc1ccco1)c1ccc(Cn2c(SCc3ccccc3F)nc3cccnc32)cc1 | 1.1% |
| CC(CNC(=O)c1nnc(Cc2cccc(F)c2)o1)c1ccccc1 (centres undefined) | 1.4% |
| Cc1ccc(C2=CC(c3ccccc3F)n3c(nc4ccccc43)N2)cc1C (centres undefined) | 1.1% |

More results follow:
| smiles | Epigenetic reg |
| --- | --- |
| Cc1cc(Nc2cccc(Cl)c2)nc2ccc(NC(=O)Cc3c(F)cccc3Cl)cc12 | -0.4% |
| COc1cccc(Nc2c3c(nc4nncn24)CCC3)c1 | -1.7% |
| Cc1cc(C)n2c(Nc3c(C)cccc3C)c(-c3ccsc3)nc2n1 | ? |
| Cc1ccccc1C(=O)NC1(C(F)(F)F)N=C(c2ccccc2)N(C2CCCCC2)C1=O (centres undefined) | 1.9% |
| Cc1cccc(CNC(=O)CCn2ccc3cc(S(=O)(=O)N4CCCC4)ccc32)c1 | -3.4% |
| Cc1ccccc1Nc1nn2c(=O)c3ccc(C(=O)NCC(C)c4ccccc4)cc3nc2s1 (centres undefined) | 3.2% |
| Cc1cc(C)cc(OCCSc2nc3ccc(NC(=O)COc4ccccc4)cc3s2)c1 | -1.6% |
| O=C(NC1CC(=O)N(c2ccccc2)C1)c1cccs1 (centres undefined) | 0.5% |
| Cc1ccc(-c2nnn3c2nc(NC2CCC(C)CC2)c2ccccc23)cc1 (centres undefined) | -2.2% |
| Cc1cccc(-n2c(-c3ccco3)nc3c(cnn3-c3ccc(F)cc3)c2=O)c1 | 0.3% |
| CCOc1ccc(C(c2c(O)cc(C)n(Cc3ccco3)c2=O)N2CCN(C)CC2)cc1 (centres undefined) | -1.0% |
| COc1ccc(C(=O)NCc2nnc(SCC(=O)Nc3ccc(C)cc3)n2-c2ccccc2)cc1 | 4.4% |
| O=C(COc1ccccc1-c1nc(-c2ccccc2)no1)Nc1ccc([N+](=O)[O-])cc1 | -2.9% |
| O=C(CCCCCn1c(=O)[nH]c2ccccc2c1=O)NCCc1ccccc1 | -0.5% |
| CCOC(=O)c1ccccc1NC(=O)Nc1cc2c(cc1N1CCCCC1)n(C)c(=O)n2C | -1.6% |
| COC(=O)c1cc(NC(=O)c2nn(C)c3c2COc2ccccc2-3)cc(C(=O)OC)c1 | -5.6% |
| CCS(=O)(=O)c1ncc(Cl)c(C(=O)N2CCN(c3ccc(OC)cc3)CC2)n1 | ? |
| Cc1cc(F)ccc1NC(=O)CS(=O)(=O)c1cccc2nsnc12 | 0.8% |
| CN(Cc1ccccc1)C(=O)c1cn(C)c2ccc(S(=O)(=O)N(C)C3CCCCC3)cc2c1=O | -2.2% |
| CC(Sc1nc2c([nH]c3ccccc32)c(=O)n1-c1ccccc1)c1ccccc1 (centres undefined) | 4.2% |
| COc1ccc(CNC(=O)c2cc(Nc3ccc(C)cc3C)nc3ccccc23)cc1 | 3.9% |
| CCn1c(=O)cc(OCC(=O)Nc2ccc(C)c(F)c2)c2ccccc21 | 1.1% |
| Cc1ccc(Cl)cc1NC(=O)COC(=O)CC(C)(C)CC1=NS(=O)(=O)c2ccccc2N1 | -0.2% |
| O=S(=O)(c1ccc(-n2cnnn2)cc1)N1CCN(c2cccc(Cl)c2)CC1 | 0.0% |
| COc1cc(OC)c(NC(=O)C2CCN(S(=O)(=O)c3ccc4c(c3)oc(=O)n4C)CC2)cc1Cl | 19% |
| Cc1ccc(CNC(=O)CCCCCn2c(=O)[nH]c3ccccc3c2=O)cc1 | 0.0% |
| COc1cccc(C(=O)N(Cc2sccc2C)C2CCS(=O)(=O)C2)c1 (centres undefined) | -1.9% |
| CCOc1ccccc1NC(=O)Cn1nnc2sc(-c3ccccc3)cc2c1=O | ? |
| COc1ccccc1CNC(=O)CCCCn1c(=O)c2ccccc2n(CC(=O)Nc2cccc(Cl)c2)c1=O | 0.0% |
| Cc1cccc(C(=O)Nc2c3c(nn2-c2ccc(Cl)cc2)CS(=O)(=O)C3)c1 | -0.3% |
| CCc1cccc(NC(=O)CN2C(=O)COc3ccc(S(=O)(=O)Nc4ccccc4)cc32)c1 | -0.3% |
| Cc1nc(-c2ccc(F)cc2)sc1CCNC(=O)C(=O)Nc1ccc2c(c1)OCO2 | 2.8% |
| CCOC(=O)c1cc(-c2ccccc2)n(-c2cccc(C(=O)Nc3cccc(F)c3)c2)c1C | -1.1% |
| COc1cc(NC(=O)N(Cc2ccco2)C2CCN(C(C)=O)CC2)cc(OC)c1OC | -1.2% |
| Cc1ccc(Nc2c(-c3c[nH]c4ccccc34)nc3ccccn23)cc1 | 8.9% |
| Cc1cccc(C(=O)n2nc(C)c(S(=O)(=O)N3CCOCC3)c2C)c1 | 0.0% |
| CC(=O)c1ccc(NC(=O)c2nc(-c3ccccc3)n(-c3ccccc3)n2)cc1 | -0.6% |
| O=C(COc1ccc(Cl)cc1)NCC(c1ccco1)S(=O)(=O)c1ccccc1 (centres undefined) | 7.4% |
| Cc1ccc(NS(=O)(=O)c2cc3[nH]c(=O)c(=O)[nH]c3cc2C)cc1N(C)C | 1.2% |
| COc1ccc(-c2nc(SCC(=O)N3CCC(C)CC3)n[nH]2)cc1 | -0.8% |
| Cc1cccc(Cn2cc3c(=O)n(CC(=O)Nc4ccc(C)c(F)c4)nc-3c3cc(F)ccc32)c1 | 12% |
| Cc1nn(-c2ccc(F)cc2)c(-n2cccc2)c1C(=O)NCCc1ccc(Cl)cc1 | -2.6% |
| Cc1cccc(NC(=O)Cn2cc(S(=O)(=O)N3CCCC3)c(S(=O)(=O)N3CCCC3)c2)c1C | -1.3% |
| Cc1cc(C)cc(NC(=O)C2CCCN(S(=O)(=O)c3cccc4nsnc34)C2)c1 (centres undefined) | 13% |
| Cc1c(C(=O)Nc2ccc(F)c(C(F)(F)F)c2)sc2nc(-c3ccccc3)cn12 | 1.7% |
| Cc1cccc2nc(-c3ccccn3)c(Nc3ccc(F)cc3)n12 | -1.8% |
| COc1cc(C2c3c(-c4ccccc4O)n[nH]c3C(=O)N2Cc2ccncc2)ccc1O (centres undefined) | 5.4% |
| COc1cccc(OCc2nc3ccccc3n2Cc2ccccc2C)c1 | -1.9% |
| COCCCNC(=O)C1CCN(c2nc3ccc(C)cc3[nH]2)CC1 | -2.4% |
| CC(C)S(=O)(=O)c1oc(-c2ccc(F)cc2)nc1S(=O)(=O)c1ccccc1 | 1.9% |

Carrying on.
| smiles | Epigenetic reg |
| --- | --- |
| COc1cccc(CC(=O)Nc2ccc(-c3nc4ccccc4s3)cc2Cl)c1 | 0.0% |
| CC(C)C12CN3CC(C(C)C)(CN(C1)C3c1ccc(OCc3ccccc3)cc1)C2=O (centres undefined) | -1.2% |
| CCc1ccccc1NC(=O)CCNS(=O)(=O)c1ccc2c(c1)CCCC(=O)N2 | 5.1% |
| CC(C)CC(=O)NCC(c1ccc2c(c1)OCO2)N1CCN(c2ccccc2)CC1 (centres undefined) | 1.1% |
| COC(=O)c1c(N)n(-c2cc(Cl)cc(Cl)c2)c2nc3ccccc3nc12 | 7.6% |

A portion of the library. The share of hits here may be higher or lower than overall.
